Bioassay records: PubChem BioAssay, University of Kansas High Throughput Screening Laboratory
Pf apPOL inh – Pf-apPOL DNA polymerase inhibition; Recombinant Pf-apPOL, molecular beacon fluorescence, 1.5 h; inhibition, % at 10 µM; actives 0.25% (n = 210,000); AID 1794808
mHTT-CaM PPI inh – inhibitors of human mutant huntingtin-calmodulin interaction; AlphaScreen His-mHTT/GST-CaM binding, luminescence; P42858; actives 3.6% (n = 190,000); inhibition, % at 15 µM;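 further: 0% = both proteins with DMSO and 100% = one protein alone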
An asterisk follows results filed as active; i = inactive; / = no result given; & = joins results of further samples; ! = not active in a repeat. No stated cut-off is given here; in the data, active means inhibition above about 50%; inactive means the rest. These rows are one share of the data. The share of hits here may be higher or lower than overall.

SMILES	Pf apPOL inh	mHTT-CaM PPI inh
Cc1nc(N2CCN(C(=O)COc3ccc(Cl)cc3Cl)CC2)cc(-n2cccn2)n1	-8	-12
Cc1cc(C)cc(NC(=O)N2CCC(c3nc(C(=O)N4CCCC4)c(C)o3)CC2)c1	-2	1
C=CCNC(=O)C1(c2ccc(NC(=O)c3cccs3)cc2)CCCCC1	8	-8
CCc1onc(C)c1C1CCCN1C(=O)NCc1ccc(F)cc1 (stereo unspecified)	2	2
Cc1c(Cc2ccccc2)sc(NC(=O)CCc2ccccc2)c1C(N)=O	-10	52*
O=Cc1ccc(Sc2nc3ccccc3[nH]2)o1	-4	1
Cc1c(NC(=O)c2cccnc2Cl)cccc1-c1nc2ncccc2o1	16	2
O=C(CCc1cc(Cl)no1)N1CCc2c(nc3cc(-c4ccccc4)[nH]n3c2=O)C1	-5	39
C=CCn1c(SCC(=O)N2CCc3ccccc32)nnc1-c1ccc(Cl)cc1	-2	/
COc1cccc2cc(C(=O)Nc3cccc(C(F)(F)F)c3)c(=O)oc12	-2	-3
OC(CI)COC12CC3CC(CC(C3)C1)C2 (stereo unspecified)	3	-10
O=C(O)c1ccc(NS(=O)(=O)c2cccc(S(=O)(=O)c3ccccc3)c2)cc1	-4	2

2 neighbouring entries from above:
SMILES	Pf apPOL inh	mHTT-CaM PPI inh
OC(CI)COC12CC3CC(CC(C3)C1)C2 (stereo unspecified)	3	-10
O=C(O)c1ccc(NS(=O)(=O)c2cccc(S(=O)(=O)c3ccccc3)c2)cc1	-4	2

Of the compounds above, 2 contain an aryl thioether with sulfur outside any ring:
SMILES	Pf apPOL inh	mHTT-CaM PPI inh
O=Cc1ccc(Sc2nc3ccccc3[nH]2)o1	-4	1
C=CCn1c(SCC(=O)N2CCc3ccccc32)nnc1-c1ccc(Cl)cc1	-2	/

Record cards, as listed above.
Entry for C=CCn1c(SCC(=O)N2CCc3ccccc32)nnc1-c1ccc(Cl)cc1 : Pf apPOL inh: -2; mHTT-CaM PPI inh: /
Entry for O=C(CCc1cc(Cl)no1)N1CCc2c(nc3cc(-c4ccccc4)[nH]n3c2=O)C1 : Pf apPOL inh: -5; mHTT-CaM PPI inh: 39
Entry for OC(CI)COC12CC3CC(CC(C3)C1)C2 (stereo unspecified) : Pf apPOL inh: 3; mHTT-CaM PPI inh: -10

Other entries.
SMILES	Pf apPOL inh	mHTT-CaM PPI inh
O=C(CSc1nc2c(c(=O)n1-c1ccc(F)cc1)SCC2)Nc1ccc(F)cc1F	-1	-3
CC(C)NC(=O)CSc1nc2ccccc2[nH]1	-2	-5
CCOC(=O)c1c(NC(=O)CN2CCN(CC)CC2)sc(C)c1C	-12	-8
COC[C@H]1CCCN1c1ccc2c(c1)O[C@H]1CCN(C1)S2(=O)=O	-8	-3
CCN(c1ncnc(N)c1[N+](=O)[O-])C1CCCCC1	-7&-3	2&9
Cc1scc2nc(C(=O)NCc3ccccc3)nc(N(C)C)c12	-6	48
O=C(c1ccc(N2CCNCC2)cc1)c1cccc(F)c1	0	3
CCCn1c(C(O)c2ccc(OC)c(OC)c2)nc2ccccc21 (stereo unspecified)	-1	-6
Cc1[nH]ccc(=O)c1OCc1ccc(Cl)cc1Cl	-13	/
CCC(C)Sc1oc(-c2cccs2)nc1S(=O)(=O)c1ccccc1 (stereo unspecified)	-7	-15
O=C(NCc1ccncc1)C1CCc2sc(C(=O)N3CCCCC3)cc2C1 (stereo unspecified)	0	0
Cc1ccccc1-c1cc(N2CCN(C(=O)NC(C)(C)C)CC2)ncn1	-3	11

SMILES	Pf apPOL inh	mHTT-CaM PPI inh
CCC(=O)N1CCN(c2ccc(NC(=O)c3ccccc3C)cn2)CC1	-3	0
O=C(Nc1cccc(F)c1)c1cnc2n(c1=O)CCS2	0	-1
O=C(CCN1CCN(c2ccccc2F)CC1)Nc1ccc2c(c1)OCO2	0	-2
O=C1CCC(=O)N1CNc1cc(Cl)ccc1Cl	-9	/
Cc1cccc(CN2C(=O)CSc3ccc(C(=O)N4CCC5(CC4)OCCO5)cc32)c1	5	11
COc1ccc(CN2CCN(C/C=C/c3ccccc3)CC2)c(OC)c1OC	-7	11
Cn1c(=O)c(N2CCN(C(=O)Cc3ccccc3Cl)CC2)nc2ccccc21	-7	16
Cc1nn(CC#N)c(C)c1Br	2	/
Cc1ccccc1-n1nnnc1C(c1ccccc1)N(C)Cc1ccc(F)cc1 (stereo unspecified)	-2	22
C=CCNc1nc(N2CCCCC2)nc(N2CCCCC2)n1	/	-11
COc1cc(Cl)c(C)cc1NC(=O)c1cc(S(=O)(=O)NCCc2ccccc2)ccc1F	2	13
Cn1c(=O)c2c(-c3ccccn3)c(NCc3ccccc3)oc2n(C)c1=O	-4	-8

SMILES	Pf apPOL inh	mHTT-CaM PPI inh
CCN(CCN(C)C)Cc1ccccc1Cl	-12	0
COC(=O)c1ccc(N2CCN(C)CC2)c(NC(=O)c2ccc(C)cc2)c1	-2	0
O=[N+]([O-])c1ccc2nc(-c3ccco3)[nH]c2c1	2	50
O=C(O)c1ccc(-c2ccc(/C=C3\SC(=S)N(Cc4ccccc4)C3=O)o2)cc1	-85	/
Cc1ccc(NC(=O)C2CCCN(c3ccc(-n4ccnc4)nn3)C2)cc1F (stereo unspecified)	-8	5
Cc1cc(OCC(=O)NCc2ccc(Cl)cc2)nc(N2CCCCC2)n1	-4	-6
O=C(CSc1nnc2c(n1)[nH]c1ccccc12)Nc1ccc(Cl)cc1[N+](=O)[O-]	-1	26
Cc1ccc(C(=O)Nc2cccc(-c3nc4ncccc4o3)c2C)cc1[N+](=O)[O-]	1	2
CC(=NCc1cccs1)C1=C(O)c2ccccc2C1=O	-3	5
Cc1noc(-c2cccn2Cc2ccccc2Cl)n1	0	-33
COc1ccc2c(c1)C(C)=CC(C)(C)N2	-4	94*!
CCn1c(=O)c(C(=O)NCc2ccccc2C(F)(F)F)nc2cccnc21	3	-2

SMILES	Pf apPOL inh	mHTT-CaM PPI inh
CCC1CN2C=NC(N3CCN(C(=O)c4ccc(OC)c(OC)c4)CC3)=CC2=N1 (stereo unspecified)	-4	2
O=C1c2ccc(Oc3cccc([N+](=O)[O-])c3)cc2C(=O)N1CC1CCCO1 (stereo unspecified)	-11	5
NC(=NOC(=O)c1ccc([N+](=O)[O-])o1)c1ccc(OCc2ccc(Cl)cc2)c(Cl)c1	0	/
Cc1ccc(-c2n[nH]c(=S)n2/N=C\c2ccc(C(C)(C)C)cc2)cc1	/	i
CN1CCN(CCCNC(=O)CN2N=C(c3ccc(Cl)cc3)CCC2=O)CC1	-16	2
CCOC(=O)c1ccc(NC(=O)CSc2ncnc3ccccc23)cc1	3	30
c1ccn2cc(CN3CCSCC3)nc2c1	-6	-9
O=C(C1=C(O)C(=O)N(CCCN2CCOCC2)C1c1ccncc1)c1cccs1 (stereo unspecified)	-5	-1
C#CCNC(=O)CCc1nnc(-c2ccc(F)c(Cl)c2)[nH]c1=O	-2	9
CCN(CC)C(=O)CSc1nc2ccccc2nc1Cc1ccc(F)cc1	-2	10
O=C(c1cccnc1)N1CCC(CCOc2ccccc2)CC1	-1	1
CCc1nnc(SCC(=O)Nc2ccc(Br)c(C)c2)n1-n1cccc1	6	5

SMILES	Pf apPOL inh	mHTT-CaM PPI inh
CCOc1ccc(NC(=O)CN(C)S(=O)(=O)c2ccc(Br)s2)cc1	-1	1
CCN(C)C(=O)C1CN(C(=O)c2ccccc2C)CC1c1cccc(C(F)(F)F)c1 (stereo unspecified)	-7	15
Cc1cccc(-n2nnc(C(=O)NCc3ccc(Cl)cc3)c2N)c1	-3	-4
COc1ccc(N(CC(=O)N(C)Cc2ccccc2)S(C)(=O)=O)c(OC)c1	-17	0
Cc1cccc(-c2cc(O)cc3sc(=O)oc23)c1	5	91*
O=C(NCc1ccccn1)C1CCCN(c2nccnc2Sc2ccccc2)C1 (stereo unspecified)	-2	3
COc1ccccc1C1=NN(C(=O)CN2CCCCC2)C(c2cccc(F)c2)C1 (stereo unspecified)	-6	21
Cc1noc(C2CN(C(=O)N(C)C)CC23CCOCC3)n1 (stereo unspecified)	1	3
COc1ccc(CN2CCC(C(=O)N3CCc4ccccc4C3)CC2)cc1OC	-3	3
Cc1cccc(-c2cc(C(=O)NCc3ccccn3)c3ccccc3n2)c1	-8	13
COc1cccc(NC(=O)CN2CCC3(CC2)N=C(c2cccc(C)c2)C(=O)N3)c1	1	19
COc1ccc(C(=O)N2CCCC(c3ccnc(-c4ccccc4)n3)C2)cc1F (stereo unspecified)	-3	4

SMILES	Pf apPOL inh	mHTT-CaM PPI inh
O=C(O)c1ccc2c(c1)NC(=O)C(N1CCCCC1)S2 (stereo unspecified)	26	0
O=C1OC(c2ccc(Cl)cc2)=C/C1=C/c1ccc(-c2ccccc2C(=O)O)o1	-1	56*
Cc1nc2cc(NC(=O)Cc3c(C)[nH]c(=O)[nH]c3=O)ccc2s1	-7	-14
CCOC(=O)C1C(=O)CC(C)(O)C(C(=O)OCC)C1c1ccc(Br)cc1 (stereo unspecified)	-2	9
CCn1cc(S(=O)(=O)N2CCCn3nc(-c4ccncc4)cc3C2)cn1	0	8
COc1ccc(CN2CCN(c3ncccn3)CC2)c(OC)c1	-4	0
COCc1nnc(NC(=O)c2cc(-c3ccccc3)nc3ccccc23)s1	-1	-1
Cc1cccc(NC(=O)COc2cc(C)c(Br)c(C)c2)n1	-5	-4
CCCCN(C)C(=O)c1sc2nc(C)nc(N3CCCCC3)c2c1C	-4	-7
O=C(NCc1ccc(Cl)c(Cl)c1)c1cccnc1Sc1cccc(C(F)(F)F)c1	-11	/
Cc1ccc(/C=C2/C=CC(=O)O2)o1	/	1
Cn1c(=O)c2c(SCC(=O)NCc3ccco3)ccnc2n(C)c1=O	0	3

Below each SMILES – Pf apPOL inh, mHTT-CaM PPI inh
> O=C(CCS(=O)(=O)c1ccc2[nH]c(=O)oc2c1)N1CCc2ccccc21
  -40, 4
> Cc1cc([N+](=O)[O-])nn1CC(=O)Nc1cc(Oc2cccnc2)cc([N+](=O)[O-])c1
  -10, 14
> CC1(C)CC(=O)C(C=Nc2cccc(N=CC3=C(O)CC(C)(C)CC3=O)n2)=C(O)C1
  6, 0
> O=C(CN1C(=O)NC2(CCCCC2)C1=O)N1CCCCCC1
  -2, 0
> Cc1[nH][nH]c(=O)c1C(c1cc2c(cc1Br)OCO2)c1c(C)[nH][nH]c1=O
  -8, 6
> Ic1ccccc1OCCOCCN1CCOCC1
  -1, -8
> COc1cccc(CNC(=O)N2CCCC2c2nc(-c3ccc(F)cc3F)no2)c1 (stereo unspecified)
  2, 0
> Cc1nnsc1-c1noc(CS(=O)(=O)c2ccc(Cl)cc2)n1
  -4, /
> CC(C)NC(=O)n1ncc(S(=O)(=O)c2ccc(Cl)cc2)c1-c1ccc(Cl)cc1
  -4, /
> C#CCN1C(=O)C(O)(CC(=O)c2ccc3c(c2)CCCC3)c2ccccc21 (stereo unspecified)
  -6, 14
> CCOc1ccccc1NC(=O)ON=C(N)Cc1cccc2ccccc12
  -3&-7, /
> CCS(=O)(=O)N1CCc2ccc(NC(=O)c3ccccc3C(F)(F)F)cc2C1
  -4, -8
> CCC(=O)N1CCc2sc(S(=O)(=O)Nc3ccc(OC)c(OC)c3)cc2C1
  2, 7
> CC(C)n1nccc1-c1nnc(NC(=O)C(C)(C)Oc2ccc(Cl)cc2)o1
  -227, 66*
> O=C(Nc1c2c(nn1-c1cccc(Cl)c1)CSC2)c1ccco1
  -1, 67*
> COCCCN1COc2ccc3c(=O)c(Oc4ccccc4OC)coc3c2C1
  -5, -1
> COCCC(=O)N1CCc2nc3cc(-c4ccccc4)[nH]n3c(=O)c2C1
  -4, 2
> COc1cccc(CNC(=O)N2CCC(C(=O)NCc3csc(C)n3)CC2)c1
  -7, -12
> O=C(COc1cccc(C(F)(F)F)c1)N1CCN(c2ccc(-n3ccnc3)nn2)CC1
  -10, 10
> Cc1ccc(NC(=O)N2CCCC2c2cc(C)on2)cc1 (stereo unspecified)
  2, 1
> O=C1NC(=O)c2c(NC(=O)c3c(F)cccc3F)cccc21
  -10, -2
> Cc1ccc(C(=O)Nc2ccc(C)c(Cl)c2)cc1
  2, -8
> CN(C)CCNC(=S)NC(=O)C12CC3CC(CC(C3)C1)C2
  3, 10
> COc1ccc(-c2ncc3c(n2)CCN(C(=O)CC(C)C)C3)cc1
  3, -16
> O=C(O)c1ccc(C(=O)O)c(S(=O)(=O)c2cc(C(=O)O)ccc2C(=O)O)c1
  -6, 2
> CC(NC(=O)CN1C(=O)/C(=C/c2cccc(Cl)c2)Sc2ccccc21)c1ccccc1 (stereo unspecified)
  1, 4
> Cc1ccccc1N1CCN(C(C)C(=O)NCc2cccnc2)CC1 (stereo unspecified)
  -7, 6
> CCOCCCN1COc2ccc3cc(-c4ccccc4)c(=O)oc3c2C1
  -33, 0
> Cc1nc2c(N)c(Cl)c(Cl)c(N)c2[nH]1
  -6, -3
> CC(C)c1cc(C2CCCN2Cc2cn[nH]c2-c2ccccc2)no1 (stereo unspecified)
  3, 0

Below each SMILES – Pf apPOL inh, mHTT-CaM PPI inh
> CCOc1ccc(C(=O)Nc2ccc3c(c2)OCCO3)cc1[N+](=O)[O-]
  -1, 6
> Cc1ccc(CNC(=O)CCc2conc2-c2ccccc2)cc1
  -3, -12
> O=C(COc1ccccc1)NN1C(=O)c2ccccc2C1=O
  2, -6
> Cc1ccccc1-n1nc2c(c1NC(=O)c1ccc(Cl)cc1Cl)CS(=O)(=O)C2
  -4, 0
> CC1(C)CC(=NOC(=O)c2ccncc2)CC(C)(C)N1O
  -8, -4
> COc1cccc(NC(=O)C2CCCN(c3cnn(C)c(=O)c3)C2)c1 (stereo unspecified)
  -2, 17
> CCOC(CNC(=O)Cn1c(=O)c2ccccc2n(CC)c1=O)OCC
  -5, -4
> COCc1cc(=O)n2c(n1)N(Cc1cccc(C(F)(F)F)c1)CC2
  -8, 6
> CC1=C(C(=O)Nc2ccc(F)c(F)c2)C(c2ccc([N+](=O)[O-])cc2)NC(=O)N1 (stereo unspecified)
  -6, 4
